human PMI inhibitors: human PMI inhibitors, high substrate, primary screen, biochemical, fluorescence intensity, high mannose 6-phosphate (AID 1220); one-dose inhibition, % at 20 µM; IC50 in µM for titrated hits; recombinant PMI enzyme, coupled fluorescence intensity; higher % means a stronger effect; actives 0.66% (n = 190,000)
P. falciparum M1AAP: P. falciparum M1AAP inhibitors, biochemical, fluorogenic H-Leu-NHMec substrate, 1536-well (AID 1445); recombinant M1AAP, H-Leu-NHMec fluorogenic kinetic assay; higher % means a stronger effect; actives 0.42% (n = 220,000); inhibition, % at 30 µM; hits with a dose series show IC50 in µM;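 active means primary inhibition above the hit cutoff, then over 50% inhibition at one or more dose response concentrations, cut at about 23% in these data, passing the limit was not always enough; inconclusive means conflicting primary data, or primary hits not chosen for dose response; inactive means low primary inhibition, or under 50% at every dose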;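 further: plate controls were DMSO full reaction for no effect and no enzyme background for full effect; strong numbers were not always called active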
M17LAP inhibition: P. falciparum M17LAP inhibitors, primary screen, biochemical, fluorogenic H-Leu-NHMec substrate, 1536-well (AID 1619); recombinant M17LAP, H-Leu-NHMec fluorogenic kinetic assay; higher % means a stronger effect; inhibition, % at 30 µM, or IC50 in µM where a hit was titrated; actives 0.38% (n = 220,000);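 active means compound inhibiting the enzyme by more than half at any dose during confirmatory dose-response retesting; inconclusive means strong single-dose inhibitors picked by rank but not retested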;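 further: plate controls were full reaction with DMSO carrier for no effect and no enzyme background for full effect; strong numbers were not always called active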
human PMI inhibition: inhibitors of human PMI, primary screen, biochemical, fluorescence intensity, coupled assay (AID 1209). actives 0.42% (n = 190,000). inhibition, % at 20 µM, or IC50 in µM where a hit was titrated. purified PMI enzyme, coupled fluorescence intensity; higher % means a stronger effect;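 further: plate controls were DMSO vehicle for no effect and wells lacking substrate for full effect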
XIAP displacement: small molecules displacing peptide from XIAP – biochemical, IAP family, fluorescence polarization (AID 1018) | XIAP BIR domain, fluorescence polarization peptide displacement; higher % means a stronger effect | displacement, % at 20 µM, or IC50 in µM where a hit was titrated | actives 0.007% (n = 200,000); in the data active means displacement above about 50%; further: a part of the inactive calls stands beside numbers as strong as those of hits
TNAP activation fold: stimulation of alkaline phosphatase TNAP activity – biochemical, luminescent, no phosphate acceptor, uHTS, primary screen (AID 1001); purified TNAP, luminescent activation assay, no phosphate acceptor; higher activation fold means a stronger effect; activation fold at 20 µM, or EC50 in µM where a hit was titrated; actives 0.03% (n = 200,000); in the data active means activation fold from about 3, or a potency from the dose series; inactive means the rest, 99 in 100 with activation fold below about 1.6; further: many of its hits are not listed in these tables
Myeloid diff MLP: myeloid differentiation induction. ER-HoxA9 myeloid progenitors, lysozyme-GFP differentiation, flow cytometry. calls only at 10 µM. actives 1% (n = 360,000). AID 624256;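 active means normalized GFP-positive differentiation at or above the plate's own cutoff, the solvent-only control mean plus 3 SD; inconclusive means no clear call, values can overlap the other calls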;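 further: cells exposed to compound for four days before flow analysis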
LYP phosphatase: PTPN22 lymphoid phosphatase activity blockers – biochemical, fluorescence intensity, uHTS (AID 1779); recombinant LYP phosphatase, fluorescence intensity; higher % means a stronger effect; inhibition, % at 11.5 µM, or IC50 in µM where a hit was titrated; actives 0.054% (n = 290,000);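 further: plate controls were vehicle with enzyme for no effect and no enzyme for full effect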
CSM14.1 death rescue: rescue of cells from ER stress-induced death, primary screen, 384-well, CSM14.1, thapsigargin, ATP luminescence (AID 1222); CSM14.1 thapsigargin-induced death rescue, ATP luminescence; higher % means a stronger effect; one-dose cellular ATP content (survival), % at 20 µM; EC50 in µM for titrated hits; 190,000 tested, under 10 active;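 active means EC50 below 50 µM in the dose-response confirmation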;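 further: death triggered by thapsigargin at about 15 µM added after 2 h compound pretreatment; cell ATP read after overnight thapsigargin exposure of roughly 18 to 22 hours; normalized against plate controls of thapsigargin alone and 5% DMSO vehicle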
Myeloid diff MLP GFP+ MAC1+ %: recorded beside Myeloid diff MLP, whose call it bears; GFP+ MAC1+ double positive, %; measured here: differentiation confirmed by MAC1 staining
Numbers without * were called inactive; i = inactive; u = inconclusive; x = no result given; + = active, no number; & = joins results of further samples. Unless noted, no stated cut-off is given here; in the data, active means inhibition above about 50%; inactive means the rest.

no.	Compound	human PMI inhibitors	P. falciparum M1AAP	M17LAP inhibition	human PMI inhibition	XIAP displacement	TNAP activation fold	Myeloid diff MLP	Myeloid diff MLP GFP+ MAC1+ %	LYP phosphatase	CSM14.1 death rescue
1	O=C(OCC(=O)N1CCCc2ccccc21)c1ccc(Cl)nc1	-2%	3%	-4%	0%	-12%	1.2	i	0.2	-1%	1.8%
2	C=CC[N+]1(CC=C)CCOCC1	4%	0%	5%	6%	-3.4%	1	i	1.3	-9%	0.2%
3	COc1ccc(OC)c(C(=O)c2coc3ccc(OC(C)=O)cc23)c1	4%	4%	-10%	0%	-5.5%	1.1	i	0.3	6%	-0.6%
4	Cc1c(C(=O)OCC2CCCO2)[nH]c2c1C(=O)CC(c1ccc(N(C)C)cc1)C2 (stereo not drawn)	-16%	6%	14%	-5%	2.5%	1.1	i	5.8	8%	x
5	CCn1nc(C)c(/C=N/NC(=O)Cn2nnc(N)n2)c1C	x	-4%	-10%	x	x	x	+	8.3*	-9%	x
6	COc1cc(Cl)c(C)cc1NC(=O)[C@@H]1CCCN1C(=O)c1cccs1	9%	-2%	-5%	11%	-5.5%	1	i	0.2	6%	-0.5%
7	CCCCc1nc(SCCN2CCOCC2)c2c(=O)n(C)c(=O)n(C)c2n1	0%	2%	-4%	-7%	-2.3%	1.1	i	0.2	-6%	-0.1%
8	CC(=O)Nc1ccc2c(c1)N(C(=O)CN(C)C)c1ccccc1CC2	8%	7%	0%	10%	-6.2%	1.1	i	7.2	-5%	-0.6%
9	O=C(CN1C(=O)S/C(=C\c2ccc(Cl)cc2)C1=O)NNC(=O)c1ccccc1O	-30%	22%	11%	-18%	0.0%	2	i	0.6	-9%	0.8%
10	C/C(CC(=O)Nc1cccnc1)=N/NC(=O)COc1ccc(Cl)cc1Br	x	3%	3%	x	x	x	i	0.6	-7%	x
11	COc1c(Cl)cc(Cl)cc1C(=O)Nc1ccc(C(=O)O)cc1	-11%	7%	-14%	-8%	-2.6%	1.1	i	0.7	2%	-2.3%
12	COc1cc2c(cc1OC)C(c1ccccc1)=NCC2	0%	5%	14%	5%	-2.4%	1.1	i	0.0	-8%	2.5%
13	CCOC(=O)C(=O)/C(=C\N(C)C)c1onc(-c2ccccc2Cl)c1C(=O)OC	13%	4%	10%	12%	-2.4%	1	i	0.6	-4%	-2.6%
14	Oc1ccc(Nc2nc(NCC3CCCO3)c3ccccc3n2)cc1 (stereo not drawn)	5%	3%	18%	-1%	-2.0%	1.1	i	1.2	-7%	1.4%
15	CC(=O)C1=C(c2ccccc2)NC(=S)NC1c1ccc(O)c(O)c1 (stereo not drawn)	13%	8%	22%	45%	-6.1%	0.5	i	0.5	-1%	-1.5%
16	CCOc1ccc(OCC)c(NC(=O)CSc2nc3c(c(=O)n(C)c(=O)n3C)n2C(C)C)c1	2%	-1%	1%	6%	-5.6%	1.1	i	2.7	-4%	-2.6%
17	CN1CCN(c2nnc(-c3cccs3)c3ccccc23)CC1	1%	3%	2%	3%	-7.2%	1	i	0.9	-9%	-2.1%
18	O=S(=O)(/N=C(/Nc1ccc(Cl)c(S(=O)(=O)Nc2ccccc2Cl)c1)c1ccc(F)cc1)c1ccccc1	8%	6%	0%	4%	-3.6%	1.1	i	0.8&0.4	2%	3.1%
19	Cc1ccc(C)c(N(C(=O)c2nsc(Cl)c2Cl)C(C(=O)NC2CCCC2)c2ccc(O)cc2)c1 (stereo not drawn)	6%	0%	-4%	16%	4.5%	1.1	i	0.3	5%	-1.8%
20	O=[N+]([O-])c1cc(C(F)(F)F)ccc1N1CCCC(O)C1 (stereo not drawn)	0%	2%	5%	-3%	-3.8%	1	i	0.3	-6%	-1.8%
21	Cc1cccc(C)c1NC(=O)NC1(C(=O)NCCN2CCOCC2)CCCCC1	10%	0%	5%	7%	-3.9%	1.1	i	0.5	-6%	-0.6%
22	CCC(C)(C)NC(=O)C1CCN(S(=O)(=O)c2cccs2)CC1	-2%	3%	-8%	-7%	-4.4%	1.1	i	0.0	-4%	1.4%
23	CCO[C@H]1OC(C(=O)N2CCCCCCC2)=C[C@@H](C2CCCCC2)[C@@H]1CCCO	10%	-5%	-6%	13%	-2.0%	1.1	i	0.7	-7%	3.2%
24	O=C(CSCSCC(=O)Nc1ccc2c(c1)OCO2)Nc1ccc2c(c1)OCO2	5%	1%	24%	-4%	-4.5%	0.9	i	2.5	-2%	-3.5%
25	O=C(NC(c1ccc(Cl)cc1)c1cc(Cl)c2cccnc2c1O)c1cccnc1 (stereo not drawn)	2%	-1%	-4%	-5%	-0.8%	1.3	i	1.4	-8%	-3.6%
26	CN1CCN(c2ccccc2NC(=O)Cc2cn(C)c3ccccc23)CC1	1%	20%	-2%	2%	0.4%	1.1	i	5.6	-6%	-0.8%
27	CCN(CC)NC(=S)Nc1ccccc1	-4%	-3%	-1%	6%	-3.3%	1.1	i	3.0	-2%	-0.6%
28	CSC(=CC(=O)c1ccc(F)cc1)SC	x	7%	-6%	x	x	x	i	0.5	-4%	x
29	COc1ccc(-n2nnnc2/C=C\Nc2ccc(C)cc2)cc1	x	8%	11%	x	x	x	i	0.8	3%	x
30	CCCS(=O)(=O)C/C(N)=N/OC(=O)c1ccccc1Cl	x	0%	8%	x	x	x	i	0.8	-4%	x

Compound profiles, as listed above. Screens in order: human PMI inhibitors, P. falciparum M1AAP, M17LAP inhibition, human PMI inhibition, XIAP displacement, TNAP activation fold, Myeloid diff MLP, Myeloid diff MLP GFP+ MAC1+ %, LYP phosphatase, CSM14.1 death rescue
Record of `CC(=O)C1=C(c2ccccc2)NC(=S)NC1c1ccc(O)c(O)c1` (stereo not drawn) → 13%, 8%, 22%, 45%, -6.1%, 0.5, i, 0.5, -1%, -1.5%
Record of `CN1CCN(c2ccccc2NC(=O)Cc2cn(C)c3ccccc23)CC1` → 1%, 20%, -2%, 2%, 0.4%, 1.1, i, 5.6, -6%, -0.8%

More results follow.
no.	Compound	human PMI inhibitors	P. falciparum M1AAP	M17LAP inhibition	human PMI inhibition	XIAP displacement	TNAP activation fold	Myeloid diff MLP	Myeloid diff MLP GFP+ MAC1+ %	LYP phosphatase	CSM14.1 death rescue
31	COc1ccc(CCCc2nnc(SCC(=O)Nc3ccccc3F)o2)cc1	-11%	10%	-2%	-8%	-4.7%	0.9	i	0.5	-4%	4.4%
32	CC(=O)N(Cc1ccccc1)c1ncc2c(n1)c(=O)c(C#N)c1ccccn12	-21%	17%	-27%	-7%	-0.7%	1.1	i	1.1	2%	-3.0%
33	CC(C)(C)n1ncc2c(=O)n(CC(=O)NCCc3ccccc3)cnc21	8%	2%	18%	7%	-9.8%	1.1	i	0.6	-7%	-1.3%
34	CN(C)Cc1nnnn1-c1cccc(-n2nnnc2CN(C)C)c1	x	1%	-10%	x	x	x	i	0.4	-4%	x
35	CC1CCN(C(c2cccs2)c2nnnn2Cc2ccccc2)CC1 (stereo not drawn)	-8%	10%	-13%	8%	-2.7%	1	i	0.7	-3%	-0.7%
36	Cc1ccccc1Cn1cc(NC(=O)COc2ccccc2)cn1	11%	0%	9%	3%	-3.9%	1	i	1.0	-10%	-0.4%
37	Nc1cc(-c2cccc(Br)c2)nn1Cc1ccccc1	11%	20%	21%	11%	-5.6%	1.1	i	0.2	-1%	-6.2%
38	c1ccc(COc2ccc(OCCn3cncn3)cc2)cc1	6%	2%	-10%	8%	0.0%	1.1	i	5.5	-9%	-2.1%
39	Cc1nn(CC(=O)NCc2ccco2)c(C)c1[N+](=O)[O-]	x	-4%	1%	x	x	x	i	1.3	-3%	x
40	Cc1cc(OCCSc2nnc(-c3cccs3)n2C)ccc1Cl	-9%	8%	-6%	-9%	-4.7%	1	i	2.9	-2%	-1.3%
41	O=C(Cn1nc(-c2ccccc2)c2ccccc2c1=O)Nc1cccc(O)c1	7%	2%	1%	12%	1.7%	1.1	i	0.4	0%	1.9%
42	Cc1cc([N+](=O)[O-])nn1CC(=O)Nc1cc(F)ccc1F	11%	4%	12%	4%	-10%	1	i	0.4	6%	1.4%
43	COc1ccc(C)cc1NC(=O)CN(c1ccccc1F)S(C)(=O)=O	3%	-7%	1%	-3%	-2.9%	1	i	1.3	2%	-1.2%
44	CCN1CCN(c2cc(C)c3cc(NC(=S)N4CCN(c5ccccc5)CC4)ccc3n2)CC1	28%	7%	-1%	17%	-11%	1.1	u	x	-3%	-1.5%
45	COc1ccc(C2C(C#N)=C(N)N(Nc3ccccc3)C3=C2C(=O)CC(C)(C)C3)cc1C (stereo not drawn)	10%	6%	3%	8%	-0.7%	1.1	i	1.2	-4%	-1.3%
46	COC(=O)CSC1=C(C#N)C(c2ccc(Cl)cc2)C(C(=O)OC)C(=O)N1 (stereo not drawn)	12%	-3%	33%	6%	-3.1%	1.1	i	0.8	-2%	6.3%
47	O=C(CC1C(=O)NCCN1Cc1c(F)cccc1Cl)NC1CCCCCC1 (stereo not drawn)	x	-2%	5%	x	x	x	i	0.3	-9%	x
48	NS(=O)(=O)c1cccc(NC(=O)c2cc(-c3cccs3)nc3ccccc23)c1	x	5%	4%	x	x	x	i	0.3	-3%	x
49	CCOC(=O)C1C2C=CC3(CN(Cc4ccccc4)C(=O)C13)O2 (stereo not drawn)	-9%	7%	14%	-10%	-3.4%	1.1	i	0.1	-9%	-1.5%
50	O=C(COc1ccc([N+](=O)[O-])cc1)N/N=C/c1ccccn1	15%	8%	-13%	17%	-1.3%	1	i	0.4	-6%	-1.5%
51	CCOC(=O)CC(NC(=O)c1ccco1)c1ccc(C)cc1 (stereo not drawn)	-4%	-4%	-8%	-3%	8.3%	1.1	i	0.3	-8%	1.4%
52	NC1=C(Br)C(=O)c2ccccc2C1=O	x	2%	-11%	x	x	x	i	0.4	-4%	x
53	CC(C)Oc1cccc(C(=O)Nc2ccc(Br)cc2F)c1	-6%	8%	-4%	0%	-6.3%	1	i	0.2	-8%	-1.9%
54	CC1(C)OC2OC(C(=O)N/N=C/c3ccccc3F)C3OC(C)(C)OC3C2O1 (stereo not drawn)	-2%	0%	0%	-13%	-2.5%	1.1	i	0.7	-6%	-0.4%
55	CCc1nc(NCC(C)C)c(C#N)c2c1COC(C)(C)C2	1%	9%	14%	-2%	-0.7%	1.1	i	1.2	-5%	-1.5%
56	COc1ccc(C(=O)NC2(C(F)(F)F)C(=O)N(Cc3ccco3)C3=C2C(=O)CC(C)(C)C3)cc1OC (stereo not drawn)	6%	3%	-5%	8%	2.2%	1.1	i	1.4	3%	-1.2%
57	COc1cc(NC(=O)C2CCCN2S(=O)(=O)c2cccc3cccnc23)cc(OC)c1OC (stereo not drawn)	4%	8%	-1%	8%	x	1.1	i	1.6	-1%	x
58	CCOC(=O)C1(P(=O)(c2ccccc2)c2ccccc2)CCC1	-3%	5%	-2%	-2%	-2.7%	1	i	0.5	-15%	-0.6%
59	CC(=O)NCc1cc(-c2nn(C)c(=O)c3ccccc23)ccc1C	4%	12%	-4%	4%	-4.1%	1	i	0.4	2%	-0.5%

Assay outcomes from PubChem.
